High-throughput results: PubChem BioAssay, Sanford-Burnham Center for Chemical Genomics
CXCR6 block: CXCR6 (human) receptor inhibition | O00574 | 360,000 tested, 0.36% active | CHO-K1 PathHunter CXCR6 beta-arrestin, luminescence | inhibition, % at 20 µM; in the data active = inhibition above about 34%, passing the limit was not always enough;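 also: antagonist mode with CXCL16 agonist at 10 nM final; 0% = 10 nM CXCL16 with DMSO and 100% = unstimulated wells without agonist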
EBI2 block: blocks human EBI2 receptor beta-arrestin signaling; P32249; EBI2 beta-arrestin recruitment, luminescence, 7a,25-OHC stimulated; inhibition, % at 5 µM; 360,000 tested, 0.81% active; AID 651636; in the data active = inhibition above about 38%;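 also: enzyme fragment complementation signal reports receptor beta-arrestin coupling in cells; 0% = agonist plus DMSO wells and 100% = wells without agonist; some results beyond the cut were filed as inactive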
Target sequence (P32249 whole entry, looked up, the tested form may be a part): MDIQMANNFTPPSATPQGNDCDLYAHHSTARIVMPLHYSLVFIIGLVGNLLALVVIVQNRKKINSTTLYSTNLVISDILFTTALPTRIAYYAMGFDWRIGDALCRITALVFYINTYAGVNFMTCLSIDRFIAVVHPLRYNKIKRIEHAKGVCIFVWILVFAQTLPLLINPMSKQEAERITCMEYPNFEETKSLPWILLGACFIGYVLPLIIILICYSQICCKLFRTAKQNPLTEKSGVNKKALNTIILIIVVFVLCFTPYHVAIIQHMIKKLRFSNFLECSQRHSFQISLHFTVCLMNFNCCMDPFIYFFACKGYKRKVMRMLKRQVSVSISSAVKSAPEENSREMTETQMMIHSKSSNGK
Gli-Sufu antag: Gli-Sufu pathway antagonism; inhibition, % at 5 µM; 340,000 tested, 0.74% active; Sufu-KO-LIGHT fibroblasts, Gli luciferase reporter luminescence;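 active = inhibition above about 55%, limit read from the data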;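 also: 0% = DMSO-treated cells and 100% = wells with medium but no cells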
ATG4B inhibitor: blocks human ATG4B protease cleavage of LC3 substrate; ATG4B cleavage of LC3-PLA2, NBD-HPC fluorescence, 1 h; inhibition, % at 8.33 µM; 340,000 tested, 0.51% active; AID 504462; in the data active = inhibition above about 40%
APJ antag: APJ receptor antagonism | AID 2521 | inhibition, % at 20 µM | P35414 | CHO-K1 APJ beta-arrestin complementation, luminescence | 330,000 tested, 0.32% active;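 active = inhibition above about 40% at 20 µM, limit read from the data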;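 also: cells challenged with 10 nM apelin-13 agonist together with compound; plate controls were apelin-13 plus DMSO wells for no effect and DMSO wells lacking apelin-13 for full effect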
Target sequence (P35414 whole entry, looked up): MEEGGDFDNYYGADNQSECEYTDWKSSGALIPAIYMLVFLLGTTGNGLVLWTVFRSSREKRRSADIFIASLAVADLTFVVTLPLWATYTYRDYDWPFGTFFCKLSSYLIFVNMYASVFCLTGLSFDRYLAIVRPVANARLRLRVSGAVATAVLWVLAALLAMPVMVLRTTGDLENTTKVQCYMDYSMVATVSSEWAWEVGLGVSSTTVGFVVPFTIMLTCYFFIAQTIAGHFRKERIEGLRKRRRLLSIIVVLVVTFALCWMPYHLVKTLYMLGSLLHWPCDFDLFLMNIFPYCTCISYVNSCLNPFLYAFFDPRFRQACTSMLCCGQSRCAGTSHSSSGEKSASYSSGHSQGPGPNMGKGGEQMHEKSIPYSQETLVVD
APJ agonist: activates the human apelin receptor APJ; AID 2520; CHO-K1 APJ PathHunter beta-arrestin, luminescence; 0% DMSO wells, 100% apelin; 330,000 tested, 0.11% active; activation, % at 20 µM; P35414;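 active = activation more than six SD over the plate average, tested at 20 µM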;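 also: 0% = DMSO alone and 100% = apelin-13 at 10 nM; some results filed as inactive read as strong as hits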
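Test system: CHO-K1 APJ beta-arrestin complementation cell line | Compound: Single test compound dose, 20 µM final, 1% DMSO | Incubation: Compound 90 min 25 °C, reagent 1 h | Measured by: beta-gal luminescence | Read-out basis: APJ–arrestin association signal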
UBC13 polyUb: blocks human UBC13 polyubiquitin chain formation; P61088; 330,000 tested, 0.47% active; TR-FRET; inhibition, % at 20 µM; in the data active = inhibition above about 45%, passing the limit was not always enough
Target sequence (P61088 whole entry, looked up): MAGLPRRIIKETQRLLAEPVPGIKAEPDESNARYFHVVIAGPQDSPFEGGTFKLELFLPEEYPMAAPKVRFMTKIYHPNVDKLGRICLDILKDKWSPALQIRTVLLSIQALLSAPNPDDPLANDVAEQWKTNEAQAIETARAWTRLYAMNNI
CCR6 antagonist: CCR6 (human) receptor antagonism | CHO-K1 CCR6 PathHunter beta-arrestin, luminescence, CCL20-stimulated | inhibition, % at 20 µM | 340,000 tested, 0.49% active | AID 493098;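 active = compounds whose inhibition of the agonist-driven luminescence signal at 20 µM reaches about 50%, limit read from the data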;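 also: cells stimulated with CCL20 at 14 nM final; plate controls were DMSO with CCL20 for no effect and DMSO without agonist for full effect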
Active calls of the source: *; · = no result given.

SMILES	CXCR6 block	EBI2 block	Gli-Sufu antag	ATG4B inhibitor	APJ antag	APJ agonist	UBC13 polyUb	CCR6 antagonist
CCc1cccc(OCC2Cn3c(nc4c3c(=O)[nH]c(=O)n4C)O2)c1 (stereo not drawn)	6.9	-9.0	-2.9	3.7	0.9	-2.7	-2.8	0.4
O=C(Nc1ccccc1N1CCCCC1)c1cccc([N+](=O)[O-])c1	-1.1	2.6	13.9	6.9	6.2	1.2	-10.1	20.7
CC(=O)c1ccc(NC(=S)N2CCN(c3ccccn3)CC2)cc1	-15.9	9.5	-17.9	-5.4	-2.0	-1.9	3.6	-7.7
Clc1cccc(C2=NOC(c3nnc(-c4ccccc4)o3)C2)c1 (stereo not drawn)	-12.8	-16.1	-4.2	6.9	2.3	2.7	2.2	8.7
COc1ccc(C)cc1NC(=O)C1CC(=O)N(Cc2ccco2)C1 (stereo not drawn)	13.8	-7.0	-7.3	0.5	1.4	1.4	2.6	8.8
Cc1ccc(-c2nc3ncccn3c2Nc2ccc3c(c2)OCCO3)o1	-9.3	6.0	-13.0	-2.5	6.0	6.0	-5.9	-8.2
COc1ccc(/C=C2\SC(=O)N(CC(=O)NN3CCN(C)CC3)C2=O)cc1OC	5.8	-11.4	5.1	-6.4	2.2	0.1	-5.1	8.4
CCOC(=O)c1c(C)[nH]c(C(=O)COC(=O)CCC(=O)c2ccc3c(c2)OCCO3)c1C	-11.9	3.0	1.2	-29.4	-1.7	-0.4	-3.0	6.0
COc1ccc(-c2[nH]ncc2CN2CCCO2)c(F)c1	-3.2	-4.0	-5.5	12.6	16.2	-2.3	-5.7	-3.4
Cc1cnc(C(=O)NC(Cc2ccccc2)c2ccccc2)cn1 (stereo not drawn)	5.7	-4.5	0.9	-0.8	18.0	0.1	5.6	3.5

Among those listed so far, these contain four or more nitrogen atoms.
SMILES	CXCR6 block	EBI2 block	Gli-Sufu antag	ATG4B inhibitor	APJ antag	APJ agonist	UBC13 polyUb	CCR6 antagonist
CCc1cccc(OCC2Cn3c(nc4c3c(=O)[nH]c(=O)n4C)O2)c1 (stereo not drawn)	6.9	-9.0	-2.9	3.7	0.9	-2.7	-2.8	0.4
CC(=O)c1ccc(NC(=S)N2CCN(c3ccccn3)CC2)cc1	-15.9	9.5	-17.9	-5.4	-2.0	-1.9	3.6	-7.7
Cc1ccc(-c2nc3ncccn3c2Nc2ccc3c(c2)OCCO3)o1	-9.3	6.0	-13.0	-2.5	6.0	6.0	-5.9	-8.2
COc1ccc(/C=C2\SC(=O)N(CC(=O)NN3CCN(C)CC3)C2=O)cc1OC	5.8	-11.4	5.1	-6.4	2.2	0.1	-5.1	8.4

(list continues)
SMILES	CXCR6 block	EBI2 block	Gli-Sufu antag	ATG4B inhibitor	APJ antag	APJ agonist	UBC13 polyUb	CCR6 antagonist
CC(=O)N1CCCc2cc(S(=O)(=O)N(C)CCC#N)ccc21	-3.0	-4.0	-10.3	-5.4	18.7	1.8	-4.3	-18.6
Cc1ccc(-c2nc(C(=O)NC3CCCCCC3)no2)cc1	-4.0	0.9	-8.3	3.0	-32.3	-3.9	11.5	15.4
COc1cc2[nH]c(C(=O)N3CCc4ccccc4C3)cc2c(OC)c1OC	4.5	13.2	-16.6	15.0	11.4	-3.6	5.7	9.8
COc1ccc(CN=Cc2c(C(F)(F)F)[nH][nH]c2=O)cc1	-2.5	-1.0	3.4	9.0	16.8	1.8	-6.4	-1.5
Cc1cc(C)cc(OCC(=O)Nc2ccc(N3CCOCC3)cc2N2CCOCC2)c1	-9.1	19.4	3.4	-27.7	10.9	-3.4	-9.5	6.2
CCOC(=O)C1=C(C)Nc2nc3ccccc3n2C1c1ccncc1 (stereo not drawn)	-4.5	0.3	-0.3	-6.8	5.5	-2.1	-20.8	-3.8
COC(=O)CNC(=O)CCCCC(=O)NCC(=O)OC	-14.0	-3.2	1.7	2.5	14.2	-4.0	5.1	-8.5
Cc1cc(=O)c2ccc3ccccc3c2[nH]1	-6.1	-7.8	-2.6	10.4	1.8	5.5	-3.7	2.7
Cn1c(-c2cnn(-c3ccccc3)c2-n2cccc2)n[nH]c1=S	2.5	8.8	-1.0	-5.7	6.6	-3.5	-4.5	6.1
CC(C)(C)C(=O)Nc1nnc(SCC(=O)Nc2ccc3c(c2)OCO3)s1	3.9	0.8	36.4	-3.2	-18.5	-0.8	7.2	6.5
O=C1CCCN1CCCNC(=S)Nc1ccc(Nc2ccccc2)cc1	-5.4	1.5	12.4	-4.5	4.3	-0.6	0.4	6.9
O=C(O)CCC(=O)N1CCN(c2nc3ccccc3s2)CC1	-0.2	1.8	6.0	8.9	7.0	-1.6	1.3	1.1
COCCn1c(=S)[nH]c2ccc(N(C)C)cc2c1=O	-2.7	-11.0	4.3	-1.0	-25.4	4.8	-7.8	-9.8
Cc1ccccc1-n1c(C)nnc1SCC(=O)NNC(=O)c1ccccc1	2.1	7.6	-4.0	-2.3	2.1	-1.1	-14.4	5.9
Nc1cc(Cl)ccc1C(=O)OCC(=O)NC(=O)NCc1ccccc1	3.5	1.1	-8.8	4.2	6.5	-2.7	20.8	8.6
COc1ccccc1N1CCN(S(=O)(=O)c2ccc(NC(C)=O)cc2)CC1	-8.1	2.7	3.4	-9.1	9.3	-0.5	6.0	19.6
O=C(CC(C(=O)O)c1ccccc1)Nc1ccccc1 (stereo not drawn)	0.2	-5.9	-8.0	28.8	-4.0	0.8	-8.7	-8.0
C=CCn1c(SCc2nc3ccccc3[nH]2)nnc1-c1ccncc1	2.4	2.7	1.1	13.4	7.8	-4.0	1.9	9.2
COc1cccc(/C=C/C(=O)Nc2ccc3nc4n(c(=O)c3c2)CCCC4)c1OC	1.6	-11.0	20.4	-18.5	4.2	-1.0	0.0	-0.9
O=C(NCCc1c[nH]c2ccccc12)c1ccc2nc[nH]c2c1	-4.7	-0.3	15.0	-3.1	-79.8	10.5	0.9	-4.9

Structural class, those above containing an aryl thioether with sulfur outside any ring
SMILES	CXCR6 block	EBI2 block	Gli-Sufu antag	ATG4B inhibitor	APJ antag	APJ agonist	UBC13 polyUb	CCR6 antagonist
CC(C)(C)C(=O)Nc1nnc(SCC(=O)Nc2ccc3c(c2)OCO3)s1	3.9	0.8	36.4	-3.2	-18.5	-0.8	7.2	6.5
Cc1ccccc1-n1c(C)nnc1SCC(=O)NNC(=O)c1ccccc1	2.1	7.6	-4.0	-2.3	2.1	-1.1	-14.4	5.9
C=CCn1c(SCc2nc3ccccc3[nH]2)nnc1-c1ccncc1	2.4	2.7	1.1	13.4	7.8	-4.0	1.9	9.2

The results go on:
SMILES	CXCR6 block	EBI2 block	Gli-Sufu antag	ATG4B inhibitor	APJ antag	APJ agonist	UBC13 polyUb	CCR6 antagonist
CCC(C)[C@@H](C(=O)N1CCNCC1)n1cc(CCCCN)nn1 (stereo partly drawn)	-6.2	-7.1	-0.2	6.7	-1.4	2.3	-3.8	13.8
Cc1c(Br)c(O)c(Br)c(O)c1/C=N/n1c(-c2ccccc2)n[nH]c1=S	12.2	-13.6	-15.0	68.5*	14.6	0.4	-4.7	10.3
N#CCCn1ncc2ccccc21	-3.4	-8.1	8.7	-11.9	-0.5	-1.6	0.9	-0.4
C=CCOC(=O)c1ccccc1C(=O)OCC=C	-2.9	-1.9	-0.7	-32.7	-3.4	-2.7	0.7	-4.9
Cc1cccc(NC(=S)N(CCN2CCOCC2)Cc2cc3cc4c(cc3[nH]c2=O)OCO4)c1	-5.7	-14.1	21.2	1.8	1.1	-3.5	7.1	4.5
Cc1c(NC(=O)C(C)OC(=O)/C=C/c2ccco2)c(=O)n(-c2ccccc2)n1C (stereo not drawn)	-3.4	3.2	0.7	4.6	-5.4	-5.1	-10.7	7.0
O=C(Oc1cc(=O)oc2ccccc12)c1ccccc1	0.4	-2.6	-3.1	-4.2	7.1	-3.2	-0.1	14.9
CC(=O)Nc1c(C(=O)c2ccccc2)oc2ccccc12	0.7	-3.3	-3.2	-5.0	-13.9	-2.7	13.5	-4.8
O=c1[nH]c(-c2ccccc2)c(-c2ccccc2)[nH]1	7.1	-34.9	4.5	-11.6	3.8	0.3	10.6	-13.7
COc1ccccc1NC(=S)N(Cc1ccco1)Cc1cc2cc(C)cc(C)c2[nH]c1=O	7.0	5.5	15.6	-6.7	-2.4	-4.9	-2.9	10.4
CCOc1ccc(C=NN2CCCCCC2)cc1OCC	-7.2	0.9	3.7	4.7	·	·	·	22.2
O=C(CCCc1nc(-c2ccc(Cl)cc2)no1)NC1CCCC1	-5.2	-21.7	49.6	-4.9	-0.3	5.4	-4.8	11.9
COc1cccc(/C=N/n2nnnc2N)c1	5.6	-10.8	-10.8	2.6	5.2	-2.8	3.2	-14.4
CCc1ccccc1N(CC)C(=O)CCc1nc(-c2ccc(C)cc2)no1	6.1	16.9	6.9	-6.4	17.4	-2.8	-7.3	5.1
CCCc1cc(=O)oc2cc(OCC(=O)NC3CCN(Cc4ccccc4)CC3)ccc12	11.3	7.3	17.2	-6.1	5.4	-3.3	8.3	14.5
COc1ccccc1N/C(=N/S(=O)(=O)c1ccc(Cl)cc1)c1ccccc1	0.1	-1.3	6.8	-8.6	26.6	-4.2	-8.2	7.4
CCC(C)c1ccc(O)c(N)c1 (stereo not drawn)	7.0	1.1	-6.5	2.2	1.6	5.7	7.0	2.1
O=S1(=O)C[C@@H](O)[C@@H](Nc2ccc(Cl)cc2)C1	-5.0	-0.9	7.9	-0.1	9.2	-2.2	1.3	-11.3
O=C(Cc1ccccn1)Nc1ccccc1	2.3	-2.6	-17.6	9.6	6.5	-4.0	4.6	-24.9
O=C(Nc1ccccc1C(F)(F)F)NC1CCCCC1	-5.8	-2.6	-4.3	1.4	-4.8	-5.6	2.2	9.5
CCC(C)NC(=O)CSc1ncnc2sccc12 (stereo not drawn)	-2.4	-13.7	-6.0	-5.1	7.5	-4.8	7.7	-1.9
COC(=O)C(C)Sc1nnc(SC(C)C(=O)OC)s1 (stereo not drawn)	-13.0	-3.7	-97.7	-4.1	-17.5	-0.2	-2.8	-22.3
O=C(C1CCCN(S(=O)(=O)c2ccccc2[N+](=O)[O-])C1)N1CCCC1 (stereo not drawn)	8.1	-6.8	5.1	-1.6	0.5	-1.6	10.1	10.5
CCCCN(C)C(=O)c1oc2ccc(S(=O)(=O)N3CCCCCC3)cc2c1C	-1.6	9.5	18.0	16.4	9.4	-3.7	-3.9	13.9
CCOC(=O)C1C2C=CC3(CN(CCc4ccccc4)C(=O)C13)O2 (stereo not drawn)	-5.5	3.0	-2.1	-15.8	-1.0	2.2	5.4	-12.7
CS(=O)(=O)c1ccccc1C(=O)NC1CCCc2ccccc21 (stereo not drawn)	0.3	-9.9	-1.6	-3.3	-0.7	-3.3	1.7	-0.3
CN1CCN(S(=O)(=O)c2ccc(NC(=O)c3ccc(F)cc3)cc2)CC1	3.9	-1.5	3.5	-12.7	13.9	-3.8	10.0	9.4
CCN(CC)S(=O)(=O)c1ccc(NC(=O)COC(=O)CCc2cc(OC)c(OC)c(OC)c2)cc1	4.2	-9.7	-1.0	1.0	-34.9	-3.6	4.0	12.5
CCOc1ccc(NC(=O)C(CC(=O)O)Cc2ccc(C)cc2)cc1 (stereo not drawn)	-10.2	-15.2	-8.0	-2.1	3.7	-3.5	-10.3	-1.5
Cc1cc(O)c(-c2cc(C(=O)Nc3cccnc3)[nH]n2)cc1C	-7.4	15.0	-81.8	-3.0	-4.3	4.8	1.9	-1.9
C=CCNc1cccc(Br)c1	-2.8	-9.4	-4.5	-0.1	5.9	-3.6	-4.4	-2.3
CC(=O)Nc1ccc(NS(=O)(=O)c2ccc(-c3cnc(C4CC4)o3)cc2)cc1	1.5	-7.1	-9.5	-2.6	-25.9	-2.9	0.6	-3.7
Cc1ccccc1N1CCN(C2CCCN(C(=O)c3ccccn3)C2)CC1 (stereo not drawn)	-2.5	-2.6	15.6	4.8	10.2	1.5	-8.1	1.0
CC1Oc2ccccc2N(CC(=O)NCc2ccccc2)C1=O (stereo not drawn)	0.3	2.8	-11.0	-2.9	-9.1	0.1	3.7	21.8
